Assay outcomes from PubChem BioAssay.
PrPC TRFRET: cell surface PrPC inhibition, primary TR-FRET screen; 370,000 tested, 0.43% active; TR-FRET read-out; inhibition, % at 13.8 µM; AID 720596; in the data active means inhibition above about 24%; further: 0% = median of the test wells and 100% = reference compound wells
Mtb UGM inh: Mtb UDP-galactopyranose mutase inhibition | 320,000 tested, 0.06% active | inhibition, % at 10 µM | purified UGM, fluorescence polarization probe displacement | P9WIQ1 | AID 504406; in the data active means inhibition above about 10%, passing the limit was not always enough; inconclusive means no clear call, values can overlap the other calls
MazEF act: activators of E. coli MazEF toxin-antitoxin RNase; FAM/BHQ RNA-DNA oligo cleavage fluorescence, 5 h; 350,000 tested, 0.32% active; P0AE70; activation, % at 20 µM; in the data active means activation above about 50%
Target sequence (P0AE70 whole entry, looked up): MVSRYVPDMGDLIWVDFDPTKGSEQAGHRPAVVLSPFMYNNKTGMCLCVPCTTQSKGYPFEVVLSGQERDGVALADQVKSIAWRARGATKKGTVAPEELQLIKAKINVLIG
GDH-TPI counter: inhibits GDH-TPI coupling enzymes, artifact for Mtb FBA screen; GDH-TPI coupled enzyme counterscreen, NADH absorbance; inhibition, % at 4.8 µM; 360,000 tested, 1.2% active; AID 588335; in the data active means inhibition above about 30%;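 further: 0% = DMSO wells and 100% = wells lacking the enzyme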
Mtb BioA inh: inhibitors of Mycobacterium tuberculosis BioA enzyme; purified M. tuberculosis BioA enzyme, plate reader; inhibition, % at 9.99 µM; 360,000 tested, 0.096% active; in the data active means inhibition above about 40%; inconclusive means no clear call, values can overlap the other calls
FBA Mtb inh: Mtb fructose-bisphosphate aldolase inhibition | purified M. tuberculosis FBA, fluorescence read-out | AID 588726 | 360,000 tested, 2.3% active | inhibition, % at 1 µM | P9WQA3; in the data active means inhibition above about 27%;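 further: 0% = vehicle and 100% = reference inhibitor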
Target sequence (P9WQA3 whole entry, looked up): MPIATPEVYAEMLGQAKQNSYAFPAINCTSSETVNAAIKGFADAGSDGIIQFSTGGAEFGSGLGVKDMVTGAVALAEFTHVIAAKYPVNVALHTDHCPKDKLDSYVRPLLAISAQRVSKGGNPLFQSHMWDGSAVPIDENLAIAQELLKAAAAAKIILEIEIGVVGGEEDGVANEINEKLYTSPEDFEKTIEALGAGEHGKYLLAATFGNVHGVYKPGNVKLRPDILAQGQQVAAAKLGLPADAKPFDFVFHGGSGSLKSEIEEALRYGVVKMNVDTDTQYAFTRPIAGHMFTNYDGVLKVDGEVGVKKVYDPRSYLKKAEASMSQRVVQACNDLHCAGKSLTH
Rv3671c protease: inhibits the M. tuberculosis serine protease Rv3671c; P9WHR9; inhibition, % at 5.96 µM; 320,000 tested, 0.048% active; AID 2606; in the data active means inhibition above about 38%;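 further: extracellular domain of Rv3671c used as enzyme; 0% = enzyme with DMSO and 100% = no enzyme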
Target sequence (P9WHR9 whole entry, looked up, the tested form may be a part): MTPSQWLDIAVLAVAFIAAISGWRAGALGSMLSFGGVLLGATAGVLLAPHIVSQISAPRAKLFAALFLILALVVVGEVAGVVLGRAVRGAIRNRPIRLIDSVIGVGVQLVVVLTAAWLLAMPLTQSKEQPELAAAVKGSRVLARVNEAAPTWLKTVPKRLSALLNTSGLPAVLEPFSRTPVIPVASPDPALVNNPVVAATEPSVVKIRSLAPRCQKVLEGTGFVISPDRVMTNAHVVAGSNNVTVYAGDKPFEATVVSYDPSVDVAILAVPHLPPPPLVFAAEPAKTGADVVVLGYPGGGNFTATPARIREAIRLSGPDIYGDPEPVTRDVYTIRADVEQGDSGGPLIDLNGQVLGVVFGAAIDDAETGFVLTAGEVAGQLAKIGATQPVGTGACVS
FadD28 FP inh: M. tuberculosis FadD28 bisubstrate binding inhibition; FadD28 bisubstrate probe binding, fluorescence polarization; inhibition, % at 12.5 µM; 360,000 tested, 0.22% active; AID 588549; in the data active means inhibition above about 8.5%, passing the limit was not always enough; inconclusive means no clear call, values can overlap the other calls
BoNT-F LC inh: BoNT F light chain protease inhibition; inhibition, % at 10 µM; AID 588497; 360,000 tested, 0.22% active; Multiplex microsphere protease cleavage assay, flow cytometry; in the data active means inhibition above about 35%, passing the limit was not always enough; inconclusive means no clear call, values can overlap the other calls; further: plate controls were buffer without enzyme for full effect and enzyme alone for no effect
Starred values were filed as active, the others as inactive; ? = inconclusive; . = no result given.

SMILES | PrPC TRFRET | Mtb UGM inh | MazEF act | GDH-TPI counter | Mtb BioA inh | FBA Mtb inh | Rv3671c protease | FadD28 FP inh | BoNT-F LC inh
Clc1ccc(-c2cn3cc(Br)ccc3n2)cc1Cl | 22 | -2.2 | 10 | 17 | . | 5 | -20 | -1.5 | -8
O=S(=O)(NCC(c1ccc2c(c1)OCO2)N1CCOCC1)c1ccccc1 (stereo not given) | 4 | 1.0 | -4 | 6 | 0.7 | -3 | 3 | -2.7 | -7
COc1ccccc1N1CCN(C(=O)Nc2cccc(Cl)c2)CC1 | 2 | 1.6 | 4 | 15 | 1.4 | -1 | -5 | -0.9 | -13
O=C(NCCC(=O)N1CCN(c2ncccn2)CC1)c1ccccc1Cl | -10 | -1.8 | 0 | 3 | 0.1 | 1 | -4 | -2.5 | -2
COc1ccc(NC(=S)NC2CCCC2)c(OC)c1 | 2 | -1.3 | 5 | 5 | 0.1 | 0 | -2 | -1.7 | ?
CC(=O)Nc1ccc(C(=O)OC2CCCCC2=O)cc1 (stereo not given) | 4 | 2.2 | -4 | 8 | 1.5 | -5 | 0 | -1.0 | -9
CCOC(=O)c1ccccc1NC1c2ccccc2C(=O)N1c1ccc(C)cn1 (stereo not given) | -7 | 2.8 | -4 | 2 | -0.2 | 0 | -10 | -2.1 | -13
O=C(CN1CCN(CC(=O)Nc2ccccc2C(F)(F)F)CC1)Nc1ccccc1F | -1 | 1.6 | -6 | 3 | -1.9 | 1 | -3 | -0.6 | -4
COc1ccc(/C=C/C(=O)c2cc(F)ccc2OC(=O)c2ccc(OC)c(OC)c2)cc1OC | 0 | 0.8 | -9 | 5 | 0.7 | -3 | -10 | -3.8 | -2
COc1cccc(OC)c1C(=O)OCC(=O)NCc1ccco1 | 10 | 0.8 | 9 | -1 | 0.4 | 5 | 3 | . | -6
Cc1oc(C)c(S(=O)(=O)NCc2cccs2)c1C(=O)O | 7 | -0.5 | 3 | 0 | -0.8 | 0 | 5 | 0.5 | ?
O=C(COC(=O)c1ccc(F)c(S(=O)(=O)N2CCOCC2)c1)NCc1ccc(Cl)cc1 | 4 | 3.7 | -2 | 4 | 0.1 | 5 | -6 | -0.4 | -9
CCCC(=O)NCC(c1cccs1)S(=O)(=O)c1ccc(C)cc1 (stereo not given) | 0 | 0.3 | 4 | 2 | -5.3 | 2 | 6 | 1.0 | 3
CCC1(c2ccccc2)C(=O)N(C(=O)OC(C)(C)C)N1C(=O)OC(C)(C)C (stereo not given) | 4 | -1.3 | -4 | -7 | -1.4 | 2 | 0 | 0.4 | -8
Cc1cc([N+](=O)[O-])cc([N+](=O)[O-])c1NCC(C)C | -8 | -1.1 | -15 | 15 | 2.5 | -2 | 7 | -1.8 | -6
O=C(CN1C(=O)CSCC1=O)NCc1ccc(F)cc1 | -4 | 0.9 | 8 | 1 | -1.6 | 3 | -10 | -1.5 | -6
Cc1ccc(/C=C/S(=O)(=O)NCC(=O)OCC(=O)Nc2c(F)cccc2F)cc1 | 2 | 1.7 | -18 | 10 | 1.9 | 5 | 10 | -5.3 | -7
CC(=O)Oc1ccc(C(=O)Nc2nccs2)cc1 | 6 | -1.1 | -1 | -2 | -1.9 | 6 | -79 | -1.2 | -8
CNCc1c(OCc2ccccc2F)ccc2ccccc12 | 7 | -1.6 | 15 | 5 | -0.9 | -1 | 4 | -0.5 | -7
CC(C)(C)c1c(Cl)c(O)c(-c2ccccc2)c(=O)n1-c1ccccc1 | 8 | . | 5 | -5 | . | 0 | . | -3.0 | -32
Cc1cc(C)n2nc(C(=O)NNC(=O)c3ccc(Cl)cc3)nc2n1 | 11 | 0.7 | 7 | 13 | . | -5 | 9 | -1.0 | -1
CCNCC(=O)Nc1ccc(N2CCOCC2)cc1 | -2 | 1.4 | 2 | -3 | -1.6 | 2 | 1 | -1.7 | -3
COc1ccccc1N(C(=O)c1cncc(Br)c1)c1nc(-c2ccc(C)cc2)cs1 | 9 | 0.1 | -36 | 4 | . | -3 | -22 | -1.1 | -2
Cc1onc(-c2ccccc2)c1C(=O)NC(=S)NNC(=O)c1cccnc1 | 0 | 1.6 | 1 | 10 | -1.1 | 1 | -2 | -0.8 | 2
Cc1ccc(NC(=O)CSc2ccc3nnc(-c4ccccn4)n3n2)cc1 | 3 | -3.4 | 3 | 0 | 1.1 | 4 | 2 | -2.4 | 9

Following part
SMILES | PrPC TRFRET | Mtb UGM inh | MazEF act | GDH-TPI counter | Mtb BioA inh | FBA Mtb inh | Rv3671c protease | FadD28 FP inh | BoNT-F LC inh
O=C(c1ccccc1)c1nn(-c2ccccc2)c(=O)cc1C(F)(F)F | -9 | 0.5 | 7 | 8 | -0.9 | 2 | -3 | -0.1 | -6
COc1cc(=O)[nH]c(SCC(=O)Nc2ccc3ccccc3c2)n1 | 2 | -0.2 | 0 | 5 | -1.5 | -2 | 0 | 1.5 | -3
COC(=O)[C@@]12CCCCN1[C@H](c1ccc(-c3cccc(Cl)c3)c(OC)c1)[C@H]1C(=O)N(C)C(=O)[C@H]12 | -1 | -0.4 | -5 | 8 | -1.8 | 0 | 3 | -0.1 | -2
O=C(Cn1cnc([N+](=O)[O-])c1)Nc1ccccc1C(F)(F)F | -5 | -1.0 | 4 | 19 | -3.7 | 2 | -2 | 0.1 | -22
CC(=O)c1ccc(NS(=O)(=O)c2ccc3c(c2)N(C)CCO3)cc1 | 4 | -1.8 | -6 | 28 | -0.8 | -1 | 7 | 0.1 | 1
CCN(C(=O)CSc1nnc2ccccn12)C1CCS(=O)(=O)C1 (stereo not given) | -3 | 2.8 | 1 | 1 | 0.1 | 8 | -4 | -1.2 | -2
Cc1cc(N2CCOCC2)nc2ccc(NC(=S)NCCC(C)C)cc12 | 2 | 2.6 | 0 | -1 | -1.9 | 28* | 10 | 0.1 | -21
O=C(CSc1nnc2ccc(-c3ccccn3)nn12)Nc1ccccc1F | 1 | -2.6 | 7 | -5 | . | 0 | -4 | 0.0 | -1
CC1CCCN(C(=O)c2cc(-c3cccs3)nc3ccccc23)C1 (stereo not given) | 0 | -0.3 | 6 | 26 | . | 83* | -3 | -1.6 | -4
CCN(CC)C(=O)Cn1cc(C(=O)C(=O)N(C)C2CCN(C)CC2)c2ccccc21 | -4 | 0.2 | -5 | 10 | 2.3 | 2 | -11 | -2.2 | 2
O=C(Oc1ccc(Cl)c2cccnc12)N1CCOCC1 | -7 | -3.4 | 3 | -3 | -0.3 | 23 | 1 | -3.1 | -7
Cc1cccc2sc(NC(=O)C3=NN(c4ccccc4)C(=O)CC3)nc12 | 8 | 5.0 | 2 | 8 | . | -5 | -17 | -0.6 | -7
CCOC(=O)CN1C(=O)COc2ccc(C(C)(C)C)cc21 | -5 | -1.4 | -7 | -1 | 0.0 | 1 | -3 | -1.6 | -7
CCN(CC)S(=O)(=O)c1ccc(S(=O)(=O)NCc2cccs2)cc1 | -2 | 0.4 | 1 | 1 | -0.5 | 4 | -1 | 0.6 | 0
CCCCn1c(-c2cccs2)nc2oc3ccccc3c(=O)c2c1=O | 0 | 0.9 | 2 | 2 | . | -1 | 3 | -3.0 | ?
O=[N+]([O-])c1ccc(N2CCOCC2)c2c1no[n+]2[O-] | 29* | . | 0 | 16 | -2.5 | -6 | . | 2.8 | -1
CCc1cccc(NC(=O)COC(=O)/C=C/c2cccs2)c1 | 5 | 5.6 | 3 | 11 | 21 | -3 | -8 | 20* | .
CCOC(=O)C1(CCOc2ccccc2)CCN(C(=O)CCSC)CC1 | 4 | 0.4 | 2 | 5 | 0.0 | 0 | 2 | -1.2 | .
O=[n+]1c2c(n([O-])c3c1CCCC3)CCCCC2 | -3 | -2.1 | -7 | -6 | -1.1 | 5 | 0 | -1.8 | -5
CN(C)c1cc(-c2ccc(Cl)c(Cl)c2)oc(=O)c1Cl | 2 | 5.2 | -19 | 0 | -1.2 | -3 | -10 | -4.7 | ?
CCn1c(=O)c(=O)[nH]c2cc(C(=O)NC3CCCc4ccccc43)ccc21 (stereo not given) | -2 | -4.1 | 10 | 31* | 2.8 | 5 | -29 | -8.7 | ?
Cc1noc(C)c1COC(=O)c1ccc(F)c(S(=O)(=O)N2CCCCC2)c1 | 7 | -0.7 | 4 | 2 | . | 1 | 2 | 0.0 | 1
CCCCC(=O)Nc1ccc(Cl)cn1 | -7 | -1.8 | -2 | 1 | 0.0 | 0 | -6 | -3.0 | 9
O=C1S/C(=C\C=C\c2ccco2)C(=O)N1c1ccccc1 | -1 | 0.0 | -24 | 24 | . | -8 | -2 | -1.6 | -7
Cc1cccnc1NC(=O)CCC(=O)c1cccs1 | -3 | 1.1 | -5 | 1 | -1.4 | 3 | 1 | -1.9 | -11

Reformatted: 4 of the compounds above.
The line under a structure holds: PrPC TRFRET | Mtb UGM inh | MazEF act | GDH-TPI counter | Mtb BioA inh | FBA Mtb inh | Rv3671c protease | FadD28 FP inh | BoNT-F LC inh
O=C(c1ccccc1)c1nn(-c2ccccc2)c(=O)cc1C(F)(F)F
→ -9 | 0.5 | 7 | 8 | -0.9 | 2 | -3 | -0.1 | -6
COc1cc(=O)[nH]c(SCC(=O)Nc2ccc3ccccc3c2)n1
→ 2 | -0.2 | 0 | 5 | -1.5 | -2 | 0 | 1.5 | -3
CCN(CC)C(=O)Cn1cc(C(=O)C(=O)N(C)C2CCN(C)CC2)c2ccccc21
→ -4 | 0.2 | -5 | 10 | 2.3 | 2 | -11 | -2.2 | 2
Cc1cc([N+](=O)[O-])cc([N+](=O)[O-])c1NCC(C)C
→ -8 | -1.1 | -15 | 15 | 2.5 | -2 | 7 | -1.8 | -6

(more compounds)
SMILES | PrPC TRFRET | Mtb UGM inh | MazEF act | GDH-TPI counter | Mtb BioA inh | FBA Mtb inh | Rv3671c protease | FadD28 FP inh | BoNT-F LC inh
COc1ccc(-c2csc(NC(=O)CSCC(=O)Nc3cc(C)on3)n2)c(OC)c1 | -2 | 0.0 | -2 | -1 | . | -1 | -1 | -0.2 | 10
CC(C)CCC1(CCO)C(=O)N=C(N)NC1=O (stereo not given) | 3 | . | -10 | 10 | -1.2 | -4 | . | -3.6 | -4
CCC(C(=O)NC(C)(C)C)N(Cc1cccs1)C(=O)CNS(=O)(=O)c1ccccc1 (stereo not given) | 5 | -2.6 | -2 | -11 | -1.2 | -3 | 9 | -3.4 | -1
CCN1CCN(c2nnc(-c3ccc(C)cc3)c3ccccc23)CC1 | 1 | -1.4 | 3 | 9 | 14 | 0 | -11 | -0.2 | 4
O=[N+]([O-])c1ccc(-[n+]2ccc3ccccc3c2)c([N+](=O)[O-])c1 | -27 | -1.0 | 6 | 11 | 2.0 | -3 | -7 | -3.5 | -1
Cn1c(SCC(=O)NC2CC2)nnc1-c1ccccc1Cl | -5 | -0.1 | 5 | 1 | -0.8 | 3 | 1 | -0.2 | 1
Cc1ccc(S(=O)(=O)N2CCC(c3nnc(SCCN4CCCC4)n3C)CC2)cc1 | -6 | 0.4 | 1 | -2 | -1.3 | 0 | -3 | 0.9 | 7
O=C1NCCCC1C(=O)N/N=C/c1ccccc1[N+](=O)[O-] (stereo not given) | -19 | -0.8 | 3 | -1 | . | 14 | -1 | -2.6 | -4
[O-][n+]1cccc2ncc3cscc3c21 | -13 | 0.4 | 3 | 9 | 0.6 | 1 | 1 | -2.1 | -3
CC(C)Oc1ccc(C(=O)Nc2ccc(C(F)(F)F)n(C)c2=O)cc1 | 3 | 0.5 | -4 | -6 | -1.6 | 15 | 0 | -3.6 | 3
CCSc1nnc2nc3[nH]c4c(C)cccc4c3nn12 | -21 | 3.5 | 4 | 3 | -2.6 | -1 | -2 | -1.2 | 0
CCc1ccc(NS(=O)(=O)c2ccc(C)c(C(=O)N3CCOCC3)c2)cc1 | -6 | 0.6 | -6 | -1 | -0.3 | 2 | -6 | 0.3 | -1
O=C(NC1CCN(Cc2ccccc2)CC1)c1ccccc1F | -4 | 3.4 | 7 | 2 | -0.1 | 3 | 0 | 0.0 | -6
CCOC(=O)C1=C(C)NC(C)=C(C(=O)OCC)C1c1cccc([N+](=O)[O-])c1 | 11 | . | 9 | 10 | 1.1 | 3 | . | -0.3 | -3
COc1ccc(S(=O)(=O)N2CCC(C(=O)NC3CC3)CC2)cc1Cl | -5 | -0.3 | 3 | 6 | -1.2 | 2 | 3 | -0.6 | -17
Cc1c(Cl)cccc1NC(=S)N=Nc1c(O)n(CN2CCOCC2)c2ccccc12 | . | -2.6 | -4 | . | . | . | 9 | -4.0 | 4
CCOC(=O)c1cnc2c(C)cc(Cl)cc2c1NCCCN1CCOCC1 | -8 | 2.6 | 8 | 12 | 6.2 | 4 | 2 | -2.4 | 0

Outcome played no part in choosing rows; overall some 4.8% were active at least once.
